B2AR arrestin – qHTS assay of beta-arrestin-biased ligands of beta2-adrenergic receptor. Beta-2 adrenergic receptor (Homo sapiens), P07550. beta-arrestin recruitment to beta2AR, cell-based reporter. Potency, µM (titrated, usually from 46.1 µM), for inactives: at the top dose activation, most hits filed as activators. 330,000 compounds, 0.02% hits;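 further: potency means the concentration at half of the fitted maximal effect; 0% = DMSO controls and full agonism = EC100 isoproterenol or metaproterenol; nearly all actives have a fitted effect of over 65% in size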
Target sequence (P07550 whole entry, looked up): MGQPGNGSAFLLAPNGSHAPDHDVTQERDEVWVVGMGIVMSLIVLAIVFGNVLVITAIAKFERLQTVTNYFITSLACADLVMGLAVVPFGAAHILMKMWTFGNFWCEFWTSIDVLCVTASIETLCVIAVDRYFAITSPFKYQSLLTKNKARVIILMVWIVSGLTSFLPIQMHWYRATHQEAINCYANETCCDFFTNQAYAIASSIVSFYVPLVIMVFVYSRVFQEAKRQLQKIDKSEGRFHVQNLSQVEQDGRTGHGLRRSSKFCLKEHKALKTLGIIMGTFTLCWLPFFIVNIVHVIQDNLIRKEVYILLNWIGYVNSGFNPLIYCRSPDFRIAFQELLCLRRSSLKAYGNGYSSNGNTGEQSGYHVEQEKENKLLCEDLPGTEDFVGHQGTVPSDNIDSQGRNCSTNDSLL
BRCA1 expr up – qHTS Assay to Identify Small Molecule Activators of BRCA1 Expression. MCF7-BRCA1-FFLuc reporter, luminescence, 48 h; response scale: scaled: vehicle 0%, 10 µM genistein 100%. 380,000 compounds, 1.1% hits. Potency, µM (titrated, usually from 46.1 µM), without a hit: at the top dose activation, most hits filed as activators; further: potency means the concentration at half of the fitted maximal effect; nearly all actives have a fitted effect of over 80% in size; some results filed as inactive show a strong effect at the top dose
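Reporter cells (MCF7, BRCA1 promoter-firefly luciferase) received library compounds across a concentration series for 48 h. End-point luminescence was measured and concentration-effect curves derived after normalization.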
TSG101-PTAP inh – qHTS Assay for Iinhibitors of HIV-1 Budding by Blocking the Interaction of PTAP/TSG101 | 340,000 tested, under 10 active | Fluorescence polarization, FITC-PTAP peptide / Tsg101 binding | Tumor susceptibility gene 101 protein (Homo sapiens), Q99816 | Potency, µM (titrated, usually from 115 µM), for the others: top-dose activity change, negative = inhibition, actives largely listed as inhibitors | AID 493005, 2010; active means well fitted inhibition curve with a large enough effect in the main read-out, with a control signal flat, not every such curve was filed as active; inconclusive means small, poorly fitted or top-dose-only effect, or effect the other way, or a change in a side signal; inactive means no such curve, though single readings can be large or run the other way; further: potency means the concentration at half of the fitted maximal effect; % of control where 0% means no effect
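Fluorescence polarization binding of Tsg101 binding domain (10 uM final) to FITC-labeled PTAP peptide (50 nM final) in HEPES pH 7.5 buffer with NaCl, Tween 20, EDTA, TCEP. Compounds added before peptide; binding 20 min at RT.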
Eya2 phos inh – qHTS Assay for Inhibitors of the Phosphatase Activity of Eya2. recombinant Eya2, OMFP fluorescence dephosphorylation (OMFP is methylfluorescein phosphate). Potency, µM (top dose mostly 76.9 µM), for the others: at the highest dose activity, negative = inhibition, hits mostly inhibitors. 330,000 compounds, 0.006% hits. AID 488837, 2010; further: potency means the concentration at half of the fitted maximal effect; on the % scale 0 is the no-effect control and ±100 the full control effect
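Eya2 protein (added as 0.2 uM solution) was preincubated with compound for 10 min at ambient temperature in 50 mM HEPES pH 7.5, 50 mM NaCl, 5 uM MgCl2, 0.05% BSA, 1 mM DTT. OMFP (added at 50 uM) then reacted 10 min; fluorescence read at 485/525 nm.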
TRPV1 ag – HTS Assay for Compounds that Act as Agonists of the Vanilloid Receptor 1; Transient receptor potential cation channel subfamily V member 1 (Homo sapiens), Q8NER1; activation, % at 8.33 µM; TRPV1-expressing cells, Fluo-8 calcium influx, agonist mode; 320,000 compounds, 0.19% hits; in the data active means activation above about 80%; inconclusive means between about 30% and that limit; further: 0% is about no effect
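Fluo-8 calcium influx in TRPV1-expressing cells, kinetic read (ex 480/em 520 nm). Compound added and read 3 min for agonist activity, followed by capsaicin at EC20 final and 2 min further read for enhancement.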
p53 reactivation – qHTS assay for re-activators of p53 using a Luc reporter; H1299 p53-A138V BP100-luciferase reporter, luminescence, 24 h; Potency, µM (series often up to 92.2 µM), for inactives: at the highest dose activity change, positive = activation, hits mostly activators; 320,000 compounds, 0.063% hits; further: potency means the concentration at half of the fitted maximal effect; % of control where 0% means no effect; nearly all actives have a fitted effect of over 45% in size
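p53-null H1299 cells stably carrying temperature-sensitive p53-A138V and a BP100-luciferase reporter were pinned with compounds (4-point, 1:5 series) and held 24 hrs at 37 deg C. Luminescence was read 10 min after detection reagent.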
ELG1 genotoxic – qHTS screen for small molecules that induce genotoxicity in human embryonic kidney (HEK293T) cells expressing luciferase-tagged ELG1. HEK293T ELG1-luciferase reporter, luminescence, 16 h. Potency, µM (titrated, usually from 46 µM), without a hit: at the highest dose activity change, positive = activation, hits mostly activators. 330,000 compounds, 1.3% hits; further: potency means the concentration at half of the fitted maximal effect; % of control where 0% means no effect; nearly all actives have a fitted effect of over 60% in size
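DMSO vehicle served as control against compound-treated ELG1-luciferase HEK293T cells; exposure lasted 16 hr at 37 °C and 5% CO2, followed by ONE-Glo luminescence detection after 30 min.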
uPA generation – qHTS for Inhibitors of Cell Surface uPA Generation; AID 540303, 2011; 330,000 compounds, 0.31% hits; Potency, µM (highest dose often 38.3 µM), inactives show at the highest dose activity change, negative = inhibition, most hits filed as inhibitors; cell surface uPA generation assay, qHTS; active means well fitted inhibition curve with a large enough effect; inconclusive means small, poorly fitted or top-dose-only effect; inactive means no such curve, though single readings can be large or run the other way; tested in mouse RAW 264.7 cells; further: potency means the concentration at half of the fitted maximal effect; on the % scale 0 is the no-effect control and ±100 the full control effect; nearly all actives have a fitted effect of over 55% in size
S-ASM inh – Inhibitors of Secretory Acid Sphingomyelinase (S-ASM): qHTS; Sphingomyelin phosphodiesterase (Homo sapiens), P17405; placental ASM, HMU-PC fluorogenic substrate, 60 min; Potency, µM (titrated, usually from 57.5 µM), for inactives: at the top dose activity change, negative = inhibition, usual class: inhibitors; 340,000 compounds, 0.006% hits; AID 504937, 2011; further: potency means the concentration at half of the fitted maximal effect
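Steps: dispense placental human ASM, pin compound, wait 10 min at room temperature, add HMU-PC0 substrate at 9 uM final, incubate 60 min at 37 °C, add stop solution raising pH to 10, read fluorescence.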
USP2a block – qHTS Assay for Inhibitors of Ubiquitin-specific Protease USP2a Using CHOP2 as the Reporter. Ubiquitin carboxyl-terminal hydrolase 2 (Homo sapiens), O75604. USP2 core, Ub-CHOP2 coupled fluorogenic reporter, 485/531. Potency, µM (highest dose often 38.3 µM), inactives show at the highest dose activity change, negative = inhibition, actives largely listed as inhibitors. 330,000 compounds, 0.01% hits;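 further: potency means the concentration at half of the fitted maximal effect; plate controls were DMSO wells for no effect and full inhibition by NEM control for full effect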
Target sequence (O75604 whole entry, looked up): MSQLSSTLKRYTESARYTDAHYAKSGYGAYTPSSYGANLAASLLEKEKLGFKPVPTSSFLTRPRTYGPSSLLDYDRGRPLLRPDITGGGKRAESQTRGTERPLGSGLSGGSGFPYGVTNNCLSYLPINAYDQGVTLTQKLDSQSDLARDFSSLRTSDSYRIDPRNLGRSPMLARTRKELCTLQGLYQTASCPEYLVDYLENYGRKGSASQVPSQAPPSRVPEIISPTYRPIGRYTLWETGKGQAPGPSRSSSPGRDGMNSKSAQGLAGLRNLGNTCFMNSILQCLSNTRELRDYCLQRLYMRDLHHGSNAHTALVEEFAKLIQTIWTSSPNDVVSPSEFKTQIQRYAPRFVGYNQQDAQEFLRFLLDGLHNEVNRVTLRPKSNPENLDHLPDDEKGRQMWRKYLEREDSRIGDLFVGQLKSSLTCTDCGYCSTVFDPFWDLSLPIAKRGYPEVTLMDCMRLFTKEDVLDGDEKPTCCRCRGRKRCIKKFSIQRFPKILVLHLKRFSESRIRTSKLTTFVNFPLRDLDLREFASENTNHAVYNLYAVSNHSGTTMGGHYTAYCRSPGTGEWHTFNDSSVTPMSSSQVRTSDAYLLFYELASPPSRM
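Cell-free coupled assay: 10nM USP2 core preincubated 30min RT with compound in Tris-HCl pH 8.0/CaCl2/CHAPS buffer, then 25nM Ub-CHOP2 and 25nM reporter substrate; fluorescence (Ex 485/Em 531) read after 60min RT, normalized to NEM inhibition, concentration-response curves fitted.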
Integrin act MD – qHTS for Activators of Integrin-Mediated Alleviation for Muscular Dystrophy; alpha7betagal myoblasts, beta-gal FDG fluorescence, 48 h; 350,000 compounds, 0.064% hits; Potency, µM (series often up to 38.3 µM), inactives show at the highest dose activation, usual class: activators;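 further: potency means the concentration at half of the fitted maximal effect; 100% = response of the positive control SU9516; nearly all actives have a fitted effect of over 60% in size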
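alpha7betagal+/- myoblasts (passage 13, 250/well) treated 48 h at 37C with compounds at 1:260 dilution of DMSO stock. Lysed, then beta-galactosidase activity read as FDG fluorescence (ex 480/em 540) after 30 min, with pre-read for autofluorescence.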
Numbers without * were called inactive; ? = inconclusive; . = not tested or not shown; & = joins results of further samples; [ ] = dose if it differs, or a comment. Unless noted, the call rests on the fitted dose curve; in most records, active means well fitted curve in the direction sought with a large enough effect; inconclusive means small, poorly fitted or top-dose-only effect, or another doubt; inactive means no such curve, though single readings can be large; an effect the other way counts as inactive or inconclusive. This is a random part of the collection. About 2.6% of those tested had a hit in this group.

SMILES	B2AR arrestin	BRCA1 expr up	TSG101-PTAP inh	Eya2 phos inh	TRPV1 ag	p53 reactivation	ELG1 genotoxic	uPA generation	S-ASM inh	USP2a block	Integrin act MD
Cc1ccc(-c2noc(C3CCCN(C(=O)c4ccccc4)C3)n2)o1 (stereo not given)	-1.0%	10µM*	-5%	-22%	-2	?	9.2µM*	.	2%	4%	21%
CCN(CC)CCn1c2c(c(SCC(=O)Nc3cccc4ccccc34)nc1=O)CCC2	-0.4%	-17%	-7%	-5%	-3	-7%	-5%	-28%	.	-1%	-10%
C=CCN1C(=O)[C@@H]2Cc3c([nH]c4ccccc34)C(c3ccc(O)cc3)N2C1=S (stereo not given in full)	0.9%	-63%	26%	20%	23	1%	-10%	-14%	-7%	20%	-18%
O=C(CSC1CS(=O)(=O)c2cc([N+](=O)[O-])ccc21)NNC(=O)c1ccc(Cl)cc1 (stereo not given)	0.5%	-32%	-1%	-11%	4	-7%	-1%	-8%	-2%	1%	0%
COC(=O)c1ccc(COC(=O)c2cc3ccccc3oc2=O)cc1	-0.3%	34%	-4%	9%	-3	14%	6%	-2%	-4%	0%	14%
COc1c(-c2ccc([N+](=O)[O-])cc2[N+](=O)[O-])c(=O)n(C)c(=O)n1C	-0.9%	-17%	3%	6%	-1	1%	-4%	-1%	-7%	0%	-5%
COc1ccc(/C=N/Nc2ncnc3sc(C)c(C)c23)cc1	-0.5%	-54%	0%	7%	-1	9%	5%	5%	-2%	1%	23%
CCCN=C1CC(C)(C)CC(=O)/C1=C(/O)CCC	0.4%	0%	-4%	-3%	-1	1%	-2%	-9%	1%	0%	-7%
COC(=O)Cn1c(=NC(=O)c2ccc(S(=O)(=O)N3CCOCC3)cc2)sc2cc(S(N)(=O)=O)ccc21	-1.2%	-1%	.	11%	1	-5%	-6%	-2%	?	8%	4%
COc1ccc(CNc2ccc(Br)cc2)cc1	-0.2%	99%	-5%	4%	7	3%	?	-6%	-5%	-5%	-15%
O=C(CCSc1ccccc1)NCCSCc1ccco1	5.7%	-10%	-1%	-1%	?	14%	-1%	5%	1%	1%	-5%
COC(=O)c1nc[nH]c1C(=O)OC	0.2%	-2%	-1%	2%	1	1%	0%	0%	1%	-1%	12%
Cc1cccc(CNc2ncnc3ccc(-c4ccccc4Cl)cc23)c1	-0.3%&0.4%	-24%	0%	9%&1%	-3	-18%	-5%	7%	-20%	-3%&1%	.
CCn1cc(/C=C/C(=O)NCc2c(C)nn(C)c2C)cn1	-1.8%	1%	.	-9%	1	24%	0%	3%	-1%	-2%	9%
O=C(CN1CCN(S(=O)(=O)c2ccc(Br)cc2)CC1)N/N=C/c1ccc(Cl)c([N+](=O)[O-])c1	0.2%	-84%	-7%	-5%	4	-5%	7%	-11%	-15%	1%	-33%
CC(Oc1ccc2ccccc2c1)C(=O)NNC(=S)NC(=O)c1ccco1 (stereo not given)	0.2%	-70%	-1%	-39%	7	14%	-4%	-3%	-8%	1%	-20%
Cc1ccsc1C(=O)OCC(=O)NC1CCCC(C)C1C (stereo not given)	-0.7%	-8%	0%	-13%	.	23%	5%	9%	-2%	0%	-4%
COCc1cc(=O)n2[nH]c(N)nc2n1	-0.8%	12%	-5%	-7%	0	1%	0%	1%	2%	0%	28%
Cc1csc2ncc(C(=O)Nc3ccccc3Cl)c(=O)n12	-0.3%	-25%	-5%	-5%	0	7%	?	-19%	34%	0%	7%
COc1ccc(CSCCNC(=S)Nc2ccccc2)cc1Cl	-0.7%	-4%	-5%	-2%	?	-1%	-4%	-10%	-8%	1%	-14%
O=C(c1ccc2c(c1)OCO2)N1CCN(c2ncccn2)CC1	0.0%	1%	-1%	4%	-2	-10%	-1%	0%	3%	4%	21%
CCOC(=O)c1c(NC(=O)C2C3C=CC(C3)C2C(=O)O)sc2c1CCCC2 (stereo not given)	0.2%	2%	0%	12%	-5	1%	-4%	-4%	-7%	-1%	-10%
O=C(Cc1n[nH]c(=O)c2ccccc12)NCc1ccccn1	.	-15%	-7%	.	-1	.	.	2%	0%	.	2%
CCn1c(SCC(=O)N/N=C/c2ccccc2OCC(=O)O)nnc1-c1ccccc1	-0.5%	10%	3%	11%	1	1%	0%	10%	4%	0%	-38%
COC(=O)NC1(C(=O)O)CCCC1	-0.1%	17%	2%	2%	0	-4%	1%	2%	-2%	1%	24%
CCC(Sc1nc2cc3c(cc2c(=O)n1Cc1ccco1)OCO3)C(=O)NCCOC (stereo not given)	-0.1%	0%[1.84 µM]	-7%	13%	-3	-7%	-2%	-1%	-1%	-1%	3%
CC(C)C(OC(=O)CCC(=O)Nc1nccs1)C(=O)NC1CCCCC1 (stereo not given)	0.2%	0%	-2%	-3%	13	-6%	-6%	1%	2%	-2%	-1%
CCc1ccc2oc(C(=O)NCc3ccncc3)c(C)c2c1	-0.4%	-27%	-3%	1%	?	?	?	-10%	-1%	2%	-23%[7.66 µM]
COC(=O)[C@H](Cc1ccc(O)cc1)NC(=O)Cn1cnc2c(OCc3ccccc3)ncnc21	-0.3%	6%	0%	7%	.	3%	-2%	-5%	-2%	0%	-12%
CC1(C(=O)O)CCC(C(N)=O)C1(C)C (stereo not given)	-0.8%	2%	-5%	-1%	0	4%	2%	3%	1%	1%	11%
NC(=S)N=Nc1c(O)n(Cc2ccc(Br)cc2)c2ccccc12	3.8%	-56%	2%	1%	11	-1%	6%	-17%	-10%	-6%	-46%
CCN1CCN(c2ccc(S(=O)(=O)N3CCCCC3)cc2NC(=O)/C=C/c2ccc(F)cc2)CC1	0.8%	-10%	-4%	-20%	-4	-3%	0%	-9%	4%	3%	-47%[inhibitor]
CCOC(=O)N1CCN(S(=O)(=O)c2ccc(OCC(=O)OC)c(Cl)c2)CC1	-0.6%	-1%	-5%	-3%	6	-12%	-2%	1%	6%	-7%	-7%
CC12CCC(C(=O)N(CC(=O)O)C1=O)C2(C)C (stereo not given)	-0.4%	-1%	1%	-2%	1	7%	1%	0%	-2%	2%	-4%
CCc1ccccc1NC(=O)COC(=O)c1cccs1	-0.2%	-6%	-2%	10%	-1	6%	-1%	-1%	-1%	0%	-9%

Some of these compounds in order of heavy-atom count, highest first:
SMILES	B2AR arrestin	BRCA1 expr up	TSG101-PTAP inh	Eya2 phos inh	TRPV1 ag	p53 reactivation	ELG1 genotoxic	uPA generation	S-ASM inh	USP2a block	Integrin act MD
COC(=O)Cn1c(=NC(=O)c2ccc(S(=O)(=O)N3CCOCC3)cc2)sc2cc(S(N)(=O)=O)ccc21	-1.2%	-1%	.	11%	1	-5%	-6%	-2%	?	8%	4%
COC(=O)c1ccc(COC(=O)c2cc3ccccc3oc2=O)cc1	-0.3%	34%	-4%	9%	-3	14%	6%	-2%	-4%	0%	14%
COc1c(-c2ccc([N+](=O)[O-])cc2[N+](=O)[O-])c(=O)n(C)c(=O)n1C	-0.9%	-17%	3%	6%	-1	1%	-4%	-1%	-7%	0%	-5%
CCc1ccc2oc(C(=O)NCc3ccncc3)c(C)c2c1	-0.4%	-27%	-3%	1%	?	?	?	-10%	-1%	2%	-23%[7.66 µM]
Cc1csc2ncc(C(=O)Nc3ccccc3Cl)c(=O)n12	-0.3%	-25%	-5%	-5%	0	7%	?	-19%	34%	0%	7%

Bioassay records as filed in PubChem.
